Source: PubChem (NCI)
NCI-60 one-dose screen, 48 h, at 10 µM unless noted. Numbers give growth in % (100 = growth as untreated, 0 = no growth, -100 = all killed).
SN12C: SN12C renal cancer cells; 3.8% of 81,000 active
786-0: 786-0 renal cancer cells; 5.1% of 81,000 active
UO-31: UO-31 renal cancer. 5.2% of 81,000 active. AID 1794768
CAKI-1: CAKI-1 renal cancer. AID 1794772. 4.7% of 75,000 active
ACHN: ACHN renal cancer | 4.9% of 81,000 active
TK-10: TK-10 renal cancer cells | 3.9% of 81,000 active | AID 1794769
A498: A498 renal cancer cells; AID 1794774; 5.4% of 76,000 active
RXF 393: RXF 393 renal cancer cells; 6.9% of 77,000 active; AID 1794773
* marks the source's active call; other numbers are inactive results; x = no result given; & = joins results of further samples; [ ] = dose if it differs, or a comment. How the source made its calls: active means growth percent below 10; inactive means the rest.

The line under a structure holds: CAKI-1 | ACHN | RXF 393 | UO-31 | TK-10 | 786-0 | A498 | SN12C
CC(=O)Nc1ccc(-c2ccccc2)cc1[N+](=O)[O-]
    108 | 106 | 111 | 99 | 100 | 96 | 99 | 100
CCOc1ccccc1Oc1nccc(-c2cn(CC(N)=O)nc2-c2cc(C)cc(OC)c2)n1
    87 | 92 | 105 | 80 | 101 | 97 | 76 | 94
CCCCSc1nc(Nc2ccc(/C(C)=N/NC(N)=S)cc2)c(C#N)c(-c2ccc(OC)cc2)n1
    52 | 55 | x | -20* | -0.6* | -71* | 32 | 7.3*
CC(C)c1nn[nH]n1
    99 | 112 | 99 | 93 | 107 | x | 106 | 102
Nc1cnc(Cl)nc1N
    x | 99 | 112 | 84 | 100 | 100 | x | 104
CC[C@@H]1NC(=O)[C@H]([C@H](O)[C@H](C)C/C=C/c2ccc(CN3C(=O)C(C)=C(C)C3=O)cc2)N(C)C(=O)[C@H](C(C)C)N(C)C(=O)[C@H](CC(C)C)N(C)C(=O)[C@H](CC(C)C)N(C)C(=O)[C@@H](C)NC(=O)[C@H](C)NC(=O)[C@H](CC(C)C)N(C)C(=O)[C@H](C(C)C)NC(=O)[C@H](CC(C)C)N(C)C(=O)CN(C)C1=O
    86 | 75 | 80 | 57 | 75 | 98 | 54 | 84
Oc1ccc(CCC2CCCC(CCc3ccc(OCCF)cc3)N2)cc1 (configuration not stated)
    89 | 100 | 85 | 72 | 97 | 96 | 97 | 90
CCCOC(=O)NCCO
    95 | 103 | 111 | 93 | 91 | 97 | 104 | 107
C=CCn1c(SC/C(=N\O)c2ccc(OC)cc2)nnc1-c1c[nH]c2ccccc12
    98 | 92 | 112 | 81 | 127 | 99 | x | 92
COc1ccc(NC(=O)/C=C/c2ccc(NC(=O)N3CCCC3)cc2)cn1
    100 | 114 | 109 | 100 | 104 | 109 | 99 | 99
O=S(c1ccccc1)C(c1ccccc1)c1ccccc1 (configuration not stated)
    99 | 93 | 115 | 76 | 107 | 94 | 56 | 96
O=C(Nc1ccccc1)N1CCN(c2cc(-c3cn(-c4ccccc4)nc3-c3cccc(O)c3)ccn2)CC1
    70 | 82 | 91 | 55 | 129 | 95 | 103 | 89
CCCCCCCC/C=C\CCCCCCCC(=O)Oc1c(Cl)cc(Cl)cc1[N+](=O)[O-]
    102 | 129 | 162 | 75 | 121 | 101 | 117 | 110
CC12OC(c3ccccc3)C(C)(C1=O)C(c1ccccc1)=C2c1ccccc1 (configuration not stated)
    57 | 71 | 73 | 57 | 81 | 64 | 55 | 74
CCN(CC)Cc1cc(C=C2C(=O)N(C)C(=O)N(C)C2=O)cc(OC)c1O
    93 | 100 | 116 | 75 | 112 | 101 | 108 | 101
CC(C)(SCCc1ccncc1)C(N)C(=O)O (configuration not stated)
    95 | 97 | 114 | 88 | 113 | 103 | 105 | 102
CSc1nnc(-c2cnn3c2NC(c2ccccc2)C3)n1-c1cccc(F)c1 (configuration not stated)
    87 | 91 | 108 | 92 | 105 | 95 | 82 | 83
Cc1ncc2c(n1)-c1cnc(Nc3ccccc3)nc1CC2
    76 | 98 | 108 | 60 | 149 | 100 | 73 | 93
O=S(=O)(NCCNc1cc(-c2c(-c3cccc(O)c3)nc3sccn23)ccn1)c1cccc2ccccc12
    69 | 88 | 90 | 76 | 137 | 89 | 86 | 84
COc1cc(F)c(/C=C/c2cc(/C=C/c3cc(OC)c(OC)cc3F)n(-c3ccc(OC(F)(F)F)cc3)n2)cc1OC
    83 | 90 | 94 | 70 | 104 | 99 | 101 | 96
COc1cc(O)c(C(=O)O)c(OC)c1
    90 | 116 | 134 | 86 | 93 | 107 | 89 | 101
Cn1c(=O)c2[nH]c(C(F)(F)C(F)(F)F)nc2n(C)c1=O
    x | 107 | 110 | 107 | 99 | 100 | 109 | 105
O=C(Nc1ccncn1)c1noc2ccccc12
    x | 102 | 106 | 91 | 106 | 95 | 87 | 97
COc1ccc(OC)c(C(=O)C[n+]2ccccc2)c1
    91 | 107 | 111 | 86 | 106 | 99 | 131 | 99
OC(c1ccccc1)C(Cc1ccccc1)N1CCCCC1 (configuration not stated)
    x | 102 | 100 | 67 | 88 | 96 | 101 | 101
O=C1CSC(c2cccnc2)N1Nc1ncnc2ccccc12 (configuration not stated)
    88 | 99 | 113 | 84 | x | 100 | 113 | 98
COc1ccc(-c2csc(N/N=C/c3cccs3)n2)cc1
    85 | 79 | 123 | 76 | 147 | 97 | 96 | 98
CC(=O)Nc1ccc(C)cc1C
    x | 105 | 125 | 88 | 99 | 117 | 108 | 103
Cc1ccc(C)c2c1SC1=NNC(C(C#N)C#N)=C(C#N)C(=N)N12
    x | 101 | 130 | 91 | 143 | 112 | 99 | 106
CN(Cc1ccccc1)c1nc(Cl)c(C2CC(c3ccc(F)cc3)=NN2c2cc(Cl)cc(Cl)c2)s1 (configuration not stated)
    81 | 104 | 112 | 93 | 114 | 89 | 112 | 106
N#Cc1cc2c(nc1-n1cccc1)CCCC2
    x | 107 | 133 | 96 | 127 | 89 | 79 | 102
CC(O)C1CCCNC1 (configuration not stated)
    100 | 104 | x | 88 | 93 | 101 | 74 | 95
O=C(CN1CCN(c2cc(=O)[nH]c3ccc(F)cc23)CC1)N1CCCc2ccccc21
    71 | 84 | 87 | 75 | 105 | 101 | 77 | 86
Nc1nc(Nc2ccc(Cl)cc2)nn1S(=O)(=O)c1ccc(-c2ccc(F)cc2)cc1
    60 | 82 | 92 | 57 | 97 | 92 | x | 83
COc1ccc(-c2ccc(NNC(=O)c3ccc(F)cc3)nn2)cc1OC
    17 | 55 | 19 | 35 | 44 | 63 | 2.1* | 57
Cc1ccc(S(=O)(=O)O)cc1N
    94 | 105 | 107 | 92 | 105 | 100 | 98 | 108
Cc1nc(-c2ccc(Cl)cc2)ccc1-c1nnc(SCC(=O)O)o1
    96 | 100 | 108 | 94 | 166 | 101 | 96 | 99
COc1ccc(C(=O)c2sc3nc(-c4cc5ccccc5o4)cc(-c4ccc(Cl)cc4)c3c2N)cc1
    x | 104 | 154 | 72 | 125 | 112 | 115 | 146
Cc1nnc(Nc2nc(O)c(C3=c4cc(OC(F)(F)F)ccc4=NC3=O)s2)s1
    x | 104 | 102 | 80 | 87 | 88 | 69 | 102
COc1cc2ccc(C=O)cc2cc1OC
    100&98 | 105&105 | 99&110 | 102&103 | 110&101 | 106&97 | 95&86 | 100&106

Arranged by length of the SMILES (descending): part of the list above.
The line under a structure holds: CAKI-1 | ACHN | RXF 393 | UO-31 | TK-10 | 786-0 | A498 | SN12C
COc1ccc(C(=O)c2sc3nc(-c4cc5ccccc5o4)cc(-c4ccc(Cl)cc4)c3c2N)cc1
    x | 104 | 154 | 72 | 125 | 112 | 115 | 146
CC12OC(c3ccccc3)C(C)(C1=O)C(c1ccccc1)=C2c1ccccc1 (configuration not stated)
    57 | 71 | 73 | 57 | 81 | 64 | 55 | 74
Cc1nc(-c2ccc(Cl)cc2)ccc1-c1nnc(SCC(=O)O)o1
    96 | 100 | 108 | 94 | 166 | 101 | 96 | 99
O=S(c1ccccc1)C(c1ccccc1)c1ccccc1 (configuration not stated)
    99 | 93 | 115 | 76 | 107 | 94 | 56 | 96

Part of the list above, with each value named.
Nc1nc(Nc2ccc(Cl)cc2)nn1S(=O)(=O)c1ccc(-c2ccc(F)cc2)cc1
  CAKI-1 = 60; ACHN = 82; RXF 393 = 92; UO-31 = 57; TK-10 = 97; 786-0 = 92; A498 = x; SN12C = 83

CC(O)C1CCCNC1 (configuration not stated)
  CAKI-1 = 100; ACHN = 104; RXF 393 = x; UO-31 = 88; TK-10 = 93; 786-0 = 101; A498 = 74; SN12C = 95

O=C(Nc1ccncn1)c1noc2ccccc12
  CAKI-1 = x; ACHN = 102; RXF 393 = 106; UO-31 = 91; TK-10 = 106; 786-0 = 95; A498 = 87; SN12C = 97

Next part
The line under a structure holds: CAKI-1 | ACHN | RXF 393 | UO-31 | TK-10 | 786-0 | A498 | SN12C
O=[N+]([O-])c1ccc(NC(c2ccccc2)c2ccc3cccnc3c2O)cc1 (configuration not stated)
    2.9* | 16 | 44 | -2.1* | 43 | 18 | 56 | 15
N#Cc1nnc2c(C#N)c(NC(=O)c3ccccc3)nn2c1N
    94 | 98 | 124 | 80 | 117 | 101 | 69 | 98
COc1ccc(-c2onc3ccc(Br)cc23)cc1OC
    70 | 73 | x | 80 | 76 | 71 | 89 | 88
O=C1NN(c2cc(Cl)cc(Cl)c2)C(c2ccc3c(c2)OCO3)N2CCC[C@@H]12 (some centres not stated)
    x | 113 | 114 | 77 | 105 | 92 | 89 | 98
c1cnc2n[nH]c(Nc3ncnc4c3sc3ncccc34)c2c1
    104 | 98 | 100 | 98 | 103 | 106 | 91 | 100
CCCCC(O)Cn1ncc(C(=O)OCC)c1NC(=O)NCc1ccccc1F (configuration not stated)
    88 | 99 | 107 | 76 | 99 | 88 | x | 99
NS(=O)(=O)c1ccc(N=Nc2c(O)n(CC(=O)Nc3ccccc3Cl)c3ccccc23)cc1
    17 | 6.7* | 24 | 2.9* | 63 | 12 | 80 | 28
COc1ccc([C@@H]2c3[nH]c4ccccc4c3C[C@@H]3C(=O)N(C4CCN(CC5CCCCC5)CC4)CC(=O)N23)c(OC)c1
    70 | 76 | x | 50 | 116 | 71 | 90 | 93
CN(C)c1ccc(CNC(C(=O)c2ccccc2)c2ccccc2)cc1 (configuration not stated)
    102 | 101 | x | 102 | 112 | 109 | 8.4* | 115
CCN1C(=O)N(CC)C2C1NN=c1s/c(=C\c3ccc(Br)cc3)c(=O)n12 (configuration not stated)
    24 | 29 | 41 | 35 | 53 | 24 | 13 | 34
CC/C(=C(/c1ccc(O)cc1)c1ccc(OCCN2CCCCCC2)cc1)c1ccc(Cl)cc1
    96 | 100 | 64 | 66 | 92 | 18 | 98 | 74
Cc1ccc(S(=O)(=O)N/N=C2\CC3CCC2C3)cc1 (configuration not stated)
    101 | 95 | 112 | 94 | 122 | 100 | 98 | 100
CC1(C)C2CCC(O)(C(=O)O)C1C2 (configuration not stated)
    94 | 111 | 136 | 82 | 120 | 107 | 109 | 104
O=C(Nc1ccc(O)c(C(=O)O)c1)Oc1ccccc1
    89 | 94 | 96 | 78 | 168 | 77 | 103 | 92
COc1nc2c(c(=O)n1C)CN(Cc1ccccc1)C(=O)CN2C
    100[100 µM] | 104[100 µM] | 84[100 µM] | 64[100 µM] | 119[100 µM] | 98[100 µM] | 92[100 µM] | 96[100 µM]
CCOC(OCC)C(=O)c1ccccc1
    107 | 99 | 109 | 83 | 84 | 107 | 94 | 101
C=CS(=O)(=O)CCO
    103 | 104 | 109 | 99 | 99 | 103 | 104 | 104
COc1ccc(C2=NN(c3ccccc3)C(c3ccc(OCc4ccc(F)cc4)c(OC)c3)C2)cc1OC (configuration not stated)
    84 | 91 | 53 | 89 | 111 | 79 | 104 | 92
CC1=NN(c2cccc(Cl)c2)C(=O)/C1=C\c1cccn1Cc1ccccc1
    92 | 96 | 100 | 87 | 117 | 104 | 80 | 91
O=C1C2C3C=CC(C3)C2C(=O)N1CCO (configuration not stated)
    97 | 103 | 117 | 89 | 100 | 103 | 103 | 87
CC(C)OC(=O)c1cccc([N+](=O)[O-])c1
    106 | 109 | 108 | 92 | 108 | 103 | 102 | 110
C#C[C@]1(O)CC[C@H]2[C@@H]3CC=C4c5sc(-c6c(Cl)cccc6Cl)nc5CC[C@]4(C)[C@H]3CC[C@@]21C
    64 | 87 | 108 | 91 | 102 | 97 | 97 | 91
C/C=C(\C)C(C(=O)NC1CCCCC1)N(C(=O)C1CCc2cc(F)ccc2O1)c1ccc([N+](=O)[O-])cc1 (configuration not stated)
    80 | 90 | 98 | 69 | 90 | 90 | 90 | 93
O=C(CCC1CCCCC1)OC1CCCCC1
    98 | 102 | 114 | 98 | 106 | 104 | 105 | 108
O=C(O)c1cn(C2CC2)c2cc(N3CCN(CCCN4C(=O)c5ccccc5C4=O)CC3)c(F)cc2c1=O
    99 | 105 | 109 | 68 | 107 | 102 | 112 | 99
CN(Cc1ccccc1)c1nc(Cl)c(C2CC(c3ccc(Br)cc3)=NN2c2ccccc2)s1 (configuration not stated)
    88 | 110 | 105 | 94 | 114 | 89 | 116 | 109
O=C(NC1CCN(Cc2ccccc2)CC1)c1cc(-c2ccncc2)nc2ccc(Cl)cc12
    13 | 20 | 38 | 12 | 61 | 31 | 11 | 27
Clc1ccc2c(OCCCn3ccnc3)c3oc4ccc(Cl)cc4c3nc2c1
    39 | 33 | 46 | 41 | x | 48 | 38 | 53
COc1ccc(C2C(C#N)=C(N)Oc3c2ccc2ccccc32)cc1 (configuration not stated)
    31 | 52 | 36 | 39 | 81 | 73 | 0.0* | 52
COc1ccc(C(=O)/C=C/c2ccccc2Cl)cc1
    92 | 95 | 88 | 64 | 87 | 85 | 77 | 92
CCCCCCCCCCNCCSS(=O)(=O)O
    99 | 93 | 104 | 71 | x | 88 | 101 | 32
Cc1ccc(S(=O)(=O)Nc2cc(Cl)ccc2Cl)cc1
    86 | 104 | 100 | 88 | 101 | 99 | 103 | 97
Nc1nc2c(ncn2C2OC3COP(=O)(O)OC4C(COP(=O)(O)OC2C3O)OC(n2cnc3c(N)ncnc32)C4O)c(=O)[nH]1 (configuration not stated)
    100 | 105 | 114 | 104 | 112 | 103 | 5.1* | 106
